# Bioassay records as filed in PubChem BioAssay.
# 697 NFkB inh: inhibitors of the PMA/ionomycin-induced NF-kB reporter in 697 B cells. AID 435022. 697 B-cell NF-kB luciferase reporter, 16 h. inhibition, % at 4 µM. 0.33% of 330,000 active; in the data active means inhibition above about 35%
# EBI2 antag: EBI2 (human) antagonism; AID 651636; 0.81% of 360,000 active; EBI2 beta-arrestin recruitment, luminescence, 7a,25-OHC stimulated; P32249; inhibition, % at 5 µM; in the data active means inhibition above about 38%;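 further: enzyme fragment complementation signal reports receptor beta-arrestin coupling in cells; 0% = agonist plus DMSO wells and 100% = wells without agonist; some results beyond the cut were filed as inactive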
# Jurkat NFkB inh: lowers PMA/ionomycin-induced NF-kB signal in Jurkat cells; PMA/ionomycin-induced NF-kB luciferase reporter, luminescence; AID 435003; 0.53% of 330,000 active; inhibition, % at 4 µM
# Apaf-1 inh: human Apaf-1 inhibition; AID 489030; 0.71% of 330,000 active; reconstituted apoptosome caspase-3 activity, DEVD-Rh110 fluorescence; O14727; inhibition, % at 20 µM; active means inhibition of at least 40% at 20 µM;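 further: plate controls were DMSO wells for no effect and DEVD-CHO caspase inhibitor wells for full effect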
# Target sequence (O14727 whole entry, looked up): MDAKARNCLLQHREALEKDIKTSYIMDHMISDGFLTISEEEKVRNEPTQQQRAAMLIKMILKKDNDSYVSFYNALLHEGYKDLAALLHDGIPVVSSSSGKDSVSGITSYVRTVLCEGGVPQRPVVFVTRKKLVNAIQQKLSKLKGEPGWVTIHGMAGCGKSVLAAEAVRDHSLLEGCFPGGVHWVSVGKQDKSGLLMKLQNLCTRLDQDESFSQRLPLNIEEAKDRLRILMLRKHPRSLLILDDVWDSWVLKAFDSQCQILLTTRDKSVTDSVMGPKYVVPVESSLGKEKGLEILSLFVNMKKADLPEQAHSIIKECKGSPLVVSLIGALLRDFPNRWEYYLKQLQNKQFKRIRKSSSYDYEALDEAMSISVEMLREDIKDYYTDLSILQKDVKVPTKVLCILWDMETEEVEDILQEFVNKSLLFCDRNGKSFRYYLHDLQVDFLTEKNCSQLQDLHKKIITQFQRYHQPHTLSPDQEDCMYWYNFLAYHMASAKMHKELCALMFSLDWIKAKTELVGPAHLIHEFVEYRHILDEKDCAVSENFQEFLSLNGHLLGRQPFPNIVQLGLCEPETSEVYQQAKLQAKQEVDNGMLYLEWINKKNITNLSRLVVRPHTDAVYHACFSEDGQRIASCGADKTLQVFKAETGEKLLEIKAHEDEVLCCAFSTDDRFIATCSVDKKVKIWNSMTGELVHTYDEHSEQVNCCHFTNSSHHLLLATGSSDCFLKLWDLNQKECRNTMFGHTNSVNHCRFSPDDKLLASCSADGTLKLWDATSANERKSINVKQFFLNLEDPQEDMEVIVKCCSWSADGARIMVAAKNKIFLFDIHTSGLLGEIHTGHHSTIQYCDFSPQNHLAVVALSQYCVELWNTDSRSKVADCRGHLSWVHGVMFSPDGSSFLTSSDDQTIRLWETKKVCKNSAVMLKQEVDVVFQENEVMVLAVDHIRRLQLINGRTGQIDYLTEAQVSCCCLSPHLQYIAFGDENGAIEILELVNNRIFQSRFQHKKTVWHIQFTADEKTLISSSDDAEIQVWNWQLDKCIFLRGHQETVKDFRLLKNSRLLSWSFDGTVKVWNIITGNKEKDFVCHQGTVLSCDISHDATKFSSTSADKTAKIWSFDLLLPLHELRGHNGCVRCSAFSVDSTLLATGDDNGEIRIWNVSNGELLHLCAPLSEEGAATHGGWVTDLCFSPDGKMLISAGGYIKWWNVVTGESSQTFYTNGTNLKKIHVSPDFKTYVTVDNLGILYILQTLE
#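 Assay system – apoptosome proteins · Medium – Hepes buffer, pH 7.5 · Also added – cytochrome c with DEVD-Rh110 · Timing – 30 min compound preincubation, 50 min activation, room temperature · Detection – Rh110 fluorescence, excitation 480 nm, emission 540 nm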
# SENP8 inh: blocks the human protease SENP8; inhibition, % at 10 µM; purified SENP8, Z-RLRGG-aminoluciferin cleavage, luminescence; 1.2% of 330,000 active; Q96LD8
# Gli-Sufu block: antagonists of Gli-Sufu signaling; Sufu-KO-LIGHT fibroblasts, Gli luciferase reporter luminescence; inhibition, % at 5 µM; 0.74% of 340,000 active;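 active means inhibition above about 55%, limit read from the data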;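 further: 0% = DMSO-treated cells and 100% = wells with medium but no cells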
# UBC13 polyUb: blocks human UBC13 polyubiquitin chain formation; inhibition, % at 20 µM; TR-FRET; 0.47% of 330,000 active; P61088; AID 485273; in the data active means inhibition above about 45%, passing the limit was not always enough
# CCR6 antagonist: antagonists of human CCR6 receptor; inhibition, % at 20 µM; 0.49% of 340,000 active; AID 493098; P51684; CHO-K1 CCR6 PathHunter beta-arrestin, luminescence, CCL20-stimulated;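 active means compounds whose inhibition of the agonist-driven luminescence signal at 20 µM reaches about 50%, limit read from the data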;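 further: cells stimulated with CCL20 at 14 nM final; plate controls were DMSO with CCL20 for no effect and DMSO without agonist for full effect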
# * hit, by the source's call. Unless noted, no stated cut-off is given here; in the data, active means inhibition above about 50%; inactive means the rest.
SMILES,697 NFkB inh,EBI2 antag,Jurkat NFkB inh,Apaf-1 inh,SENP8 inh,Gli-Sufu block,UBC13 polyUb,CCR6 antagonist
COn1c(SCC(=O)N(C)C)nc2ccccc2c1=O,9,-1,3,-18,-5,4,21,-4
COc1ccc([C@H]2CC(=O)C=C(c3ccc(OC)cc3OC)C2)cc1,-49,21,58*,19,-3,7,11,17
COc1ccc(-n2nc(C(=O)NCC(=O)N3CCN(Cc4ccccc4)CC3)c3ccccc3c2=O)c(OC)c1,11,-4,5,13,-4,-18,-1,18
COc1ccc(-c2nnc(SCC(=O)NC3CC3)o2)cc1,7,-6,-4,-10,8,-9,8,7
N#C/C(=C\c1ccc(O)c(O)c1)C(=O)NCc1ccccc1,-62,8,15,-8,0,4,-15,35
Cn1cccc1C(=O)c1ccc(Cl)cc1Cl,-10,4,-2,2,-2,-6,-14,10
Cn1nnnc1SCC(=O)N1N=C(c2ccc(Cl)cc2)CC1c1ccco1 (stereo not given),3,0,15,8,-10,-9,21,-5
C=CCc1ccc(OCC(O)CN2CCN(c3ccccc3OC)CC2)c(OC)c1 (stereo not given),14,-7,-19,11,-7,4,7,14
O=C(c1ccc(F)cc1)N1CCC(n2nnc3ccccc32)CC1,5,18,3,-15,6,21,6,2
O=C(OCc1csc(Nc2ccccc2)n1)c1ccc(Cl)cc1,-9,2,-3,23,-4,-3,10,-5
COc1cccc(-c2csc(N3CCN(CC(=O)Nc4ccc5c(c4)OCO5)CC3)n2)c1,16,-2,5,10,-7,3,0,0
CCN(CC)CCN(C(=O)c1ccc2ccccc2c1)c1nc2ccc(OC)cc2s1,3,13,4,15,0,21,21,-4
COC(=O)C1=C(N)Oc2cc(C)n(C)c(=O)c2C1c1ccc(Cl)cc1 (stereo not given),9,10,-19,18,-8,-1,-4,5
CC1CN(Cc2ccccc2)c2nc3c(c(=O)[nH]c(=O)n3C)n2C1 (stereo not given),2,-4,5,-9,1,4,-1,8
Cc1ccc(NC(=O)CSc2nncn2-c2ccccn2)cc1Cl,-4,-22,10,13,-9,-15,0,-9
CCOc1ccc(N(CC(=O)Nc2c(C)n(C)n(-c3ccccc3)c2=O)S(=O)(=O)c2ccccc2)cc1,-34,16,-40,1,-3,2,-7,7
Nc1c(C(=O)c2ccccc2)sc2snc(SCC(=O)c3ccccc3)c12,-29,2,-9,6,-1,-17,-6,24
O=C(O)CCC(=O)N1CCc2c([nH]c3ccccc23)C1C(F)(F)F (stereo not given),1,-6,-12,5,0,9,-3,14
CC(=O)Nc1ccc(S(=O)(=O)N(CC(=O)NC2CC2)Cc2ccccc2)cc1,-4,6,-16,17,-20,-3,-10,5
C=C(C)COc1ccc(-c2ncncc2-c2ccc(Cl)cc2)c(O)c1,-5,15,-6,32,-9,0,0,16
Cc1ccc(/C=N/Nc2cn[nH]c(=O)n2)o1,-7,-9,7,-9,1,-9,-15,-4
CCN(CC)S(=O)(=O)c1cccc(NC(=O)COC(=O)CCc2nc3ccccc3s2)c1,7,-4,6,9,-15,2,11,3
O=C(NC(=S)NCc1ccc(-c2nc3ccccc3s2)cc1)c1ccco1,-95,6,-41,13,0,-68,-1,21
COc1cc(C)nc(Oc2ccc(=O)[nH]n2)n1,20,0,-14,8,1,3,-6,1
CCC(C)C(NC(=O)c1ccccc1)C(=O)Nc1ccc(S(=O)(=O)Nc2cc(C)nc(C)n2)cc1 (stereo not given),13,-12,-2,-2,-3,-6,3,-2

# Filtered by structure: the compounds so far containing an aryl methoxy group (seven)
SMILES,697 NFkB inh,EBI2 antag,Jurkat NFkB inh,Apaf-1 inh,SENP8 inh,Gli-Sufu block,UBC13 polyUb,CCR6 antagonist
COc1ccc([C@H]2CC(=O)C=C(c3ccc(OC)cc3OC)C2)cc1,-49,21,58*,19,-3,7,11,17
COc1ccc(-n2nc(C(=O)NCC(=O)N3CCN(Cc4ccccc4)CC3)c3ccccc3c2=O)c(OC)c1,11,-4,5,13,-4,-18,-1,18
COc1ccc(-c2nnc(SCC(=O)NC3CC3)o2)cc1,7,-6,-4,-10,8,-9,8,7
C=CCc1ccc(OCC(O)CN2CCN(c3ccccc3OC)CC2)c(OC)c1 (stereo not given),14,-7,-19,11,-7,4,7,14
COc1cccc(-c2csc(N3CCN(CC(=O)Nc4ccc5c(c4)OCO5)CC3)n2)c1,16,-2,5,10,-7,3,0,0
CCN(CC)CCN(C(=O)c1ccc2ccccc2c1)c1nc2ccc(OC)cc2s1,3,13,4,15,0,21,21,-4
COc1cc(C)nc(Oc2ccc(=O)[nH]n2)n1,20,0,-14,8,1,3,-6,1

# Carrying on.
SMILES,697 NFkB inh,EBI2 antag,Jurkat NFkB inh,Apaf-1 inh,SENP8 inh,Gli-Sufu block,UBC13 polyUb,CCR6 antagonist
O=C(Nc1nccs1)C1CC=CCC1 (stereo not given),-28,-16,-17,3,-12,14,-6,-6
COc1ccc(N2CCN(CC(=O)Nc3ccccc3C(=O)NCc3ccccc3)CC2)cc1,-9,12,21,6,-7,9,27,14
CC(CC(=O)Nc1ccncc1)c1ccccc1 (stereo not given),-3,2,-7,2,12,7,1,-4
CN1CCC(=C2c3ccccc3C(O)c3ccccc32)CC1 (stereo not given),-6,-3,-27,6,-1,35,-2,3
CCOc1cc(C(=O)Nc2cccnc2)cc(OCC)c1OCC,18,-14,21,-16,5,3,1,2
N=c1c(S(=O)(=O)c2ccccc2)cc2c(=O)n3ccccc3nc2n1CCCN1CCOCC1,2,4,-8,9,-5,32,-17,2
O=C(NCc1ccc(F)cc1)C1CCCN(S(=O)(=O)c2ccc(Br)s2)C1 (stereo not given),-1,10,14,13,6,12,10,15
CCNC(=S)N(CCc1ccccc1C)Cc1cc2cc(OC)c(OC)cc2[nH]c1=O,-10,1,-2,14,-8,2,-1,2
CC1c2[nH]c3ccccc3c2CCN1C(=O)Nc1ccccc1 (stereo not given),-11,-1,10,6,6,0,4,17
CCc1cc(=O)[nH]c(SCC(=O)Nc2cc(C)on2)n1,-7,-4,0,5,-9,28,-8,12
Cc1ccc(CN2CCN(/N=C/c3cc([N+](=O)[O-])ccc3Cl)CC2)cc1,19,-2,-8,14,-2,-78,-3,4
O=C(CCSCc1ccc(Cl)cc1)NCc1ccco1,0,5,0,-10,-3,-4,-4,10
CCN(CC)S(=O)(=O)c1ccc2oc(C(=O)NCCCN3CCOCC3)c(C)c2c1,5,0,1,-5,4,-4,6,-3
C=CCOc1ccc(NC(=O)C2CC(=O)N(C(C)C)C2)cc1 (stereo not given),16,-4,1,0,-4,-7,0,6
COc1cc(/C=N/N2CCN(c3ccccc3)CC2)ccc1OC(C)=O,-17,1,-21,7,-18,-7,2,4
COc1cc(-c2[nH]ncc2CN(C)Cc2cc(C)[nH]n2)cc(OC)c1OC,16,-6,0,7,-6,17,1,6
COC(=O)c1ccc(CSc2nnc(N)s2)o1,-13,-12,0,-26,-1,55,12,10
O=C(CN1C(=O)NC2(CCCC2)C1=O)N1CCN(c2ccccc2O)CC1,3,-7,4,1,5,0,-5,4
O=C(COc1ccc(S(=O)(=O)N2CCCC2)cc1)NCc1cccnc1,17,-7,13,1,7,18,9,-7
Cc1cc(S(=O)(=O)N(C)CCc2ccccc2)ccc1-n1cnnn1,5,0,1,-4,0,-2,-1,-7
O=C(Oc1ccc(Oc2ccccc2)cc1)N1CCC(O)CC1,-30,2,-37,-2,2,5,8,3
CC(/C=N/NC(=O)Cc1cccn1C)=C\c1ccccc1,-20,20,-27,7,-2,-23,3,14
Cn1c(=O)c2c(nc(N/N=C/c3cccnc3)n2Cc2ccc(F)cc2)n(C)c1=O,12,1,14,-7,-4,9,-4,14
COc1ccc(CNC(=O)c2cc(=O)c3c(C)cc(C)cc3o2)cc1,6,-9,-18,5,-4,9,-2,11
CC(=O)NCCc1ccc(S(=O)(=O)Nc2cccnc2)cc1,-10,1,2,-17,6,-1,0,8

# More results.
SMILES,697 NFkB inh,EBI2 antag,Jurkat NFkB inh,Apaf-1 inh,SENP8 inh,Gli-Sufu block,UBC13 polyUb,CCR6 antagonist
CC(=O)c1sc(N/N=C\c2c(O)ccc3ccccc23)nc1C,-78,1,-25,10,5,-5,-30,15
Cc1ccc(OCC(=O)OCC(=O)Nc2sccc2C(N)=O)cc1C,-32,-4,9,12,-1,3,8,-1
CCC(=O)N1C(C(=O)O)CSC1c1ccc(OC)cc1 (stereo not given),23,2,5,-5,0,-3,-4,-3
CCCn1c(SCC(=O)c2c(N)n(C3CC3)c(=O)[nH]c2=O)nc2cc(S(N)(=O)=O)ccc21,12,1,2,-7,6,6,-13,14
COc1ccc(Cc2noc(CN3CCN(c4ccc(Cl)cn4)CC3)n2)cc1OC,-10,8,13,-7,0,2,7,3
O=C(NNS(=O)(=O)c1ccc(Br)cc1)c1ccncc1,19,6,9,-16,-5,7,5,-14
COCc1nnc(SCC(=O)NC(C)c2ccccc2)n1-c1ccccc1 (stereo not given),8,-22,-2,-16,11,0,5,4
CCC(=O)N(Cc1cc(=O)[nH]c2ccccc12)c1ccc(OC)cc1,-17,-13,-2,13,-7,-10,0,12
CCCNS(=O)(=O)c1ccc(OCC(=O)NCC2CCCO2)cc1 (stereo not given),9,-19,2,-10,7,-30,-1,2
Cc1ccc(NS(=O)(=O)c2c(C)[nH]c(C)c2C(=O)N2CCCCC2)cc1C,8,1,-9,-5,6,-15,-4,15
COc1ccc(NC(=O)Nc2nc3ccccc3s2)cc1,-123,14,-96,1,-4,-86,15,5
Cc1nc2ccc(NC(=O)N3CCCCC3)cc2s1,5,-10,-9,-10,-7,-25,-9,-9
Cc1cccc(OCCC(=O)Nc2ccc(N3CCOCC3)cc2N2CCOCC2)c1,0,0,-10,12,-14,5,-13,6
O=C(CCC1CCCN(Cc2ccncc2)C1)NCc1ccc(F)c(F)c1 (stereo not given),-24,-7,-8,4,0,23,0,3
C=CCN1CCN(C(c2ccccc2)c2nnnn2CCC(C)C)CC1 (stereo not given),6,-8,-8,-2,3,-5,2,24
COC(=O)C1C(O)=C(C=NCC(C)N=CC2=C(O)C(C(=O)OC)C(C)(C)CC2=O)C(=O)CC1(C)C (stereo not given),10,-2,-11,1,-9,-3,0,-14
O=C(NCCS(=O)(=O)N1CCN(c2ccccc2)CC1)C1CC(=O)N(c2ccc(F)cc2)C1 (stereo not given),-13,4,12,4,7,-17,-15,10
O=C(CCc1nc2ccccc2[nH]1)N1CCc2ccccc2C1,-38,-2,-15,16,-8,-10,-3,12
Cc1ccc(OCC(=O)Nc2ccc(S(=O)(=O)Nc3ccccn3)cc2)cc1,14,25,27,-5,-6,0,6,11
c1ccc(-c2ccc3[nH]ccc3c2)cc1,-38,4,-40,-1,-5,-34,11,3
NCCCn1c(C(=O)c2ccc(Cl)cc2)c2ccc(C(F)(F)F)cc2[n+]1[O-],-26,-7,-6,6,-5,27,34,2
Cn1c(N2CCN(C(=O)Nc3ccc(F)cc3)CC2)nc2ccccc21,13,-10,18,-4,2,3,14,1
O=S(=O)(c1cc(Cl)ccc1Cl)N1CCNCC1,-9,1,-4,2,-1,7,-2,-17
CN(C(=O)COC(=O)CNC(=O)c1cccs1)c1c(N)n(Cc2ccccc2)c(=O)[nH]c1=O,1,-4,-6,1,-8,-2,3,0
C=CCn1cc(C(=O)NCCN(CC)CC)c(=O)c2cc(S(=O)(=O)N3CCCCCC3)ccc21,7,5,0,0,-5,14,10,-14

# Printed as active in Jurkat NFkB inh, of those listed so far:
SMILES	697 NFkB inh	EBI2 antag	Jurkat NFkB inh	UBC13 polyUb	CCR6 antagonist
COc1ccc([C@H]2CC(=O)C=C(c3ccc(OC)cc3OC)C2)cc1	-49	21	58*	11	17

# Further structures
SMILES,697 NFkB inh,EBI2 antag,Jurkat NFkB inh,Apaf-1 inh,SENP8 inh,Gli-Sufu block,UBC13 polyUb,CCR6 antagonist
Cc1ccn2cc(CNS(=O)(=O)c3cccs3)nc2c1,15,3,1,-9,-3,-3,-10,0
CCSc1nnc(-c2ccncc2)n1Cc1ccccc1,6,-9,4,-8,3,-5,6,1
COc1cc(OC)c(OC)cc1CNC(=O)c1cc(=O)c2ccccc2o1,9,-6,11,-9,7,-13,2,10
COCC1CCCCN1C(=O)c1cccc(OC2CCN(S(C)(=O)=O)CC2)c1 (stereo not given),0,-1,2,1,2,-9,3,-9
COc1ccc(C2(NC(C)=O)CCN(C(=O)CCC(=O)O)CC2)cc1,13,-1,-7,-8,2,3,8,11
CC(C)(C)C(=O)C1=C(O)C(=O)N(Cc2ccccc2)C1c1ccccc1Cl (stereo not given),9,-1,-1,0,4,6,-10,-4

# An excerpt, so the mix of outcomes need not match the whole.
